biotin-GST TR-FRET: biotin-GST/anti-GST TR-FRET signal inhibitors, dose response, artefact control for Vif-APOBEC3G degradation inhibitor project, biochemical (AID 1117362); TR-FRET counter screen, biotin-GST/anti-GST signal; inhibition, % at the top dose, mostly 100 µM; hits show IC50 in µM; 2.8% of 3,600 active;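 active means inhibition above 30% at one or more concentrations, seen consistently on every test date; inconclusive means results that disagree between repeat test dates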;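 further: biotinylated GST protein used in place of GST-Vif 1-94 and biotin-A3G peptide; detects fluorescence quenchers or blockers of GST binding to anti-GST antibody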
* marks the source's active call; other numbers are inactive results; u = inconclusive. The list is partial. The share of hits here may be higher or lower than overall.

Preview:
SMILES	biotin-GST TR-FRET
COc1ccc(Br)cc1C1CC(=O)N2CN(Cc3ccccc3)CSC2=C1C#N (centres undefined)	1.5%
Nc1ccc(Nc2ccccc2)c(S(=O)(=O)O)c1	-0.3%
O=C(Nc1cnccn1)c1csc2ccccc12	-0.1%

Results, repeating the preview:
SMILES	biotin-GST TR-FRET
COc1ccc(Br)cc1C1CC(=O)N2CN(Cc3ccccc3)CSC2=C1C#N (centres undefined)	1.5%
Nc1ccc(Nc2ccccc2)c(S(=O)(=O)O)c1	-0.3%
O=C(Nc1cnccn1)c1csc2ccccc12	-0.1%
Cc1ccc(S(=O)(=O)n2ccc(=O)[nH]2)cc1	5.2%
CC1=CC(C)(C)Nc2ccc(OC(=O)c3cccnc3)cc21	16%
COc1ccccc1N1CCN(CCc2n[nH]c(=S)n2-c2ccccc2)CC1	-1.3%
CCc1c(C)sc(NC(=O)c2cc(-c3ccco3)on2)c1C#N	1.8%
Cc1cc(C)cc(-c2nnc(SCC(=O)NCc3cccs3)o2)c1	0.9%
CCOc1ccc(N(CC(=O)NC(C)(C)C)S(=O)(=O)c2c(C)noc2C)cc1	1.2%
c1ccc(CSc2nnc(-c3ccco3)c(-c3ccco3)n2)cc1	-1.5%

Fetched by structure from above:
SMILES	biotin-GST TR-FRET
Cc1cc(C)cc(-c2nnc(SCC(=O)NCc3cccs3)o2)c1	0.9%
CCOc1ccc(N(CC(=O)NC(C)(C)C)S(=O)(=O)c2c(C)noc2C)cc1	1.2%
Cc1ccc(S(=O)(=O)n2ccc(=O)[nH]2)cc1	5.2%
COc1ccccc1N1CCN(CCc2n[nH]c(=S)n2-c2ccccc2)CC1	-1.3%
Nc1ccc(Nc2ccccc2)c(S(=O)(=O)O)c1	-0.3%
CC1=CC(C)(C)Nc2ccc(OC(=O)c3cccnc3)cc21	16%

The list goes on:
SMILES	biotin-GST TR-FRET
NC(=O)c1cc(N)ccc1N1CCCC1	13µM*
Cc1ccc(NC(=O)CSc2nc(CSc3ccc(C)cc3)cc(=O)[nH]2)cc1	4.8%
CCC(=Nc1ccc(N)cc1)C1=C(O)C(C(=O)OC)C(C)(C)CC1=O (centres undefined)	5.6%
CCc1cccc(CC)c1-n1c(SCC(=O)N2CCCc3ccccc32)nc(O)cc1=O	1.1%
CN(C)c1ccc(/C=C/C#N)cc1	7.3%
Cc1cc(-n2ccnc2)n2c(nc3ccccc32)c1C#N	-3.6%
CCOc1ccc(NC(=O)C(C)SC(N)=O)cc1 (centres undefined)	-1.1%
O=C1C2C3CC(C(Br)C3Br)C2C(=O)N1c1ccccn1 (centres undefined)	1.7%
COCCNC(=O)c1ccc(CS(=O)(=O)c2c(Cl)cccc2Cl)o1	4.3%
COCCn1nnnc1C(c1cc2cc(OC)c(OC)cc2[nH]c1=O)N1CCN(c2ccc(O)cc2)CC1 (centres undefined)	>100µM*
CCn1c(SC(C)C)nnc1-c1cc(-c2ccccc2)sc1N	-5.0%
Oc1ccc(NCc2cccc(OCc3ccccc3)c2)cc1	10%
Cn1c(SCC(=O)NC(c2ccccc2)c2ccccc2)nnc1-c1cccs1	-1.6%
O=C(Cn1c2[n+](c3ccc(C(F)(F)F)cc31)CCCCC2)Nc1c(F)cccc1F	3.4%
O=C(O)CCCN1C(=O)/C(=C\C(Cl)=C\c2ccccc2)SC1=S	-2.3%
CCOC(=O)C1CCN(C(=O)c2ccc(OC)cc2OC)CC1	2.1%
C=CCNC(=O)c1cc(=O)c2ccccc2o1	5.2%
COc1ccc(Nc2ccc(OC)cc2)cc1	20%
O=C(O)Cc1ccc(N=Nc2c(O)c(C(=O)O)cc3ccccc23)cc1	-2.8%
O=C(O)CCc1ccc(-c2cccs2)n1-c1ccc(C(=O)O)cc1	0.6%
CCOC(=O)c1c(NC(=O)c2cccs2)sc(C)c1C	-6.8%
C[n+]1cccc2cccc([O-])c21	43µM*
Cc1occc1-c1nnc(SCC(=O)N2CCN(c3ccccc3)CC2)n1C	11%
CCC(c1ccc(O)c(O)c1)C(CC)c1ccc(O)c(O)c1 (centres undefined)	13%
S=C(Nc1ccc(Oc2ccccc2)cc1)NC1CCCCC1	2.1%
Cc1cc(C)cc(NCc2cc3c(cc2[N+](=O)[O-])OCO3)c1	1.9%
CC(C)(C)C(=O)O/N=C(\N)c1c(Cl)cccc1Cl	4.4%
CN1CCN(S(=O)(=O)c2ccc(NC(=S)NC(=O)c3ccc(Cl)cc3)cc2)CC1	5.2%
c1coc(CNc2nc(-c3cccs3)cs2)c1	-2.9%
CCS(=O)(=O)N1CCN(C(=O)CC(C)C)CC1	5.1%
CC1CCCCN1Cc1ccc(N(C)C)cc1 (centres undefined)	>100µM*
CCOC(=O)Nc1nnc(-c2ccccc2OC)s1	-12%
O=C(Nc1cc(Cl)ccn1)C1CCN(S(=O)(=O)c2cccs2)CC1	1.4%
Oc1ccccc1/C=N/Nc1nccnc1Cl	-6.4%
Cc1cc(C)cc(NC(=O)CN2CCC(NC(=O)Cc3ccccc3)CC2)c1	3.9%
CC1CCN(c2nc3ccc(C(=O)N4CCN(Cc5ccccc5)CC4)cc3s2)CC1	1.7%
COc1ccc(NC2CS(=O)(=O)CC2NCc2ccco2)cc1 (centres undefined)	3.3%
c1ccc2c(c1)NCC1CCCN21 (centres undefined)	26%
COc1ccc(C(=O)NCc2cn3cccc(C)c3n2)cc1OC	-0.9%
CCN(CC)c1ccc(/C=N/n2c(C)cc(C)cc2=O)cc1	5.1%
O=c1cc(-c2ccc(O)cc2)oc2cc(O)c(C3OC(CO)C(O)C(O)C3O)c(O)c12 (centres undefined)	3.0%
NS(=O)(=O)c1ccc(CCNC2CC(=O)N(Cc3ccccc3)C2=O)cc1 (centres undefined)	2.6%
Cn1nc(-c2ccc(Cl)cc2)c2cc(C(=O)NCCCN3CCOCC3)sc21	-1.9%
CC[n+]1c(/C=C2\C=C(C)CC(C)(C)C2)sc2ccccc21	>100µM*
COc1cc(C2Nc3ccccc3C(=O)N2c2ccccc2)ccc1O (centres undefined)	3.6%
O=C(CN1C(=O)NC2(CCCCC2)C1=O)NCCC1=CCCCC1	-1.3%
Cc1cccc(OCCCC(=O)NC(C)c2ccccc2)c1 (centres undefined)	-4.5%
CN(C)N1C(N)=C(C#N)C(c2cccnc2)C2=C1CCCC2=O (centres undefined)	16%
CCCCCC(=O)N1C[C@@H](n2cc(C3CC3)nn2)[C@H](O)C[C@@H]1c1ccc(C)cc1	2.2%
Cc1cc(NS(=O)(=O)c2cc(Cl)sc2Cl)no1	-2.4%

New compounds follow.
SMILES	biotin-GST TR-FRET
CCN(CC(=O)Nc1c(F)cccc1F)C(=O)CSC(=S)N1CCCC1	5.4%
CCOC(=O)c1cc(-c2ccccc2)n(CC(=O)O)c1C	-4.0%
Cc1ccccc1-c1nc(CN2CCC(C(=O)N3CCN(c4ccccn4)CC3)CC2)c(C)o1	-1.9%
CCCCc1nc2sc3c(=O)[nH]cnc3c2c2c1CCCC2	0.9%
OC(CN1CCN(c2ccccc2)CC1)c1ccc2c(c1)CCN2 (centres undefined)	3.2%
O=C(CCCCn1c(=O)[nH]c2ccsc2c1=O)NCc1cccnc1	5.3%
CSc1nc(NCCOCCO)c2sc3nc(-c4ccco4)c4c(c3c2n1)CCC4	6.4%
CCOC(CNC(=O)C(=O)Nc1cc2c3c(c1)CC(=O)N3CCC2)OCC	0.3%
CCN(CC)C(=O)NCc1c(C)cc(C)cc1C	0.5%
COc1cc(C(=O)NNC(=S)NCc2ccco2)cc(OC)c1OC	1.6%
Cc1cc([N+](=O)[O-])cc2c1NC(c1ccccn1)C1CC=CC21 (centres undefined)	7.6%
NC(=O)c1ccc(-n2nnnc2SCC(=O)Nc2ccccc2-c2ccccc2)cc1	-5.3%
Cc1nnc(NCCc2ccccc2)n(N)c1=O	1.4%
CCOc1c(OC)cccc1C1CC(=O)Nc2cc3c(cc21)OCCO3 (centres undefined)	4.8%
CCCNC(=S)NC1CCCC1	3.0%
O=C(COC(=O)Cc1cccc(C(F)(F)F)c1)NCC1CCCO1 (centres undefined)	0.8%
Clc1ccc(Sc2cc(N3CCOCC3)nc(-c3ccccc3)n2)cc1	-3.6%
FC(F)(F)c1cc(-c2ccco2)nc(NCc2cccnc2)n1	-1.6%
O=C(CSc1nnc(CNC(=O)c2ccccc2F)o1)c1ccccc1	-3.8%
Cc1c(C(=O)O)oc2ccc(S(=O)(=O)N3CCC(C)CC3)cc12	2.0%

Taken from above.
For biotin-GST TR-FRET, CCOc1c(OC)cccc1C1CC(=O)Nc2cc3c(cc21)OCCO3 (centres undefined) shows 4.8%
For biotin-GST TR-FRET, Cc1nnc(NCCc2ccccc2)n(N)c1=O shows 1.4%

(further entries)
SMILES	biotin-GST TR-FRET
O=C(O)Cn1c(SC2CCCCC2)nc2ccccc21	6.9%
CCCCCCNS(=O)(=O)c1ccccc1Br	0.8%
CCOc1cccc(=O)c2c(C)oc(C)c12	1.4%
CC(C)Oc1ccc2ccccc2c1C=O	4.2%
O=C1CC(c2ccco2)CC(O)=C1C=Nc1cc(Cl)cc(Cl)c1 (centres undefined)	-4.6%
C=C(C)C(=O)Nc1ccc2c(c1)OCCOCCOCCO2	3.4%
Nc1c2c(nc3ccccc13)CCC2	1.7%
CCOc1ccc(C2=[N+]([O-])C(C)(C)N(O)C2(C)C)cc1	-5.1%
CCOC(=O)c1nc2sc(C)c(C)c2c(=O)[nH]1	-0.4%
CC(=O)Nc1nnc(-c2c(-c3c(Cl)cccc3Cl)noc2C)o1	-1.5%
C/C(=C1\SC(N2CCOCC2)=NC1=O)c1ccccc1	-6.3%
COc1ccc(NC2=NC(C)(CO)CS2)cc1 (centres undefined)	-0.1%
Brc1ccc(-c2nnc(-c3cccc(Br)c3)o2)cc1	2.0%
O=C(CSc1nnc(-c2cccnc2)n1C1CCCCC1)NC1CCCCC1	-6.0%
Cc1cc(C(F)(F)F)n2nc(C(=O)O)c(Cl)c2n1	4.1%
O=C(O)c1ccc2c(c1)C(c1ccccc1)OC2=O (centres undefined)	3.5%
CC(=O)Nc1nnc(C)s1	2.4%
Oc1cccc(C=NCc2ccccc2)c1O	13%
CCOC(=O)C1CCN(C(=O)c2ccc(Cl)c(S(=O)(=O)N3CCOCC3)c2)CC1	-0.5%
O=C(NNC(=O)c1ccccc1O)c1ccc(-c2ccc([N+](=O)[O-])cc2)o1	4.3%
O=C(NC1CCC(C(=O)O)CC1)OCc1ccccc1 (centres undefined)	1.1%
CCN(CC)C(=O)Cn1cnc2sc(C(=O)Nc3cc(OC)c(OC)c(OC)c3)c(C)c2c1=O	4.2%
CCOC(=O)N1CCN(C(=O)c2cnc3n(c2=O)CCS3)CC1	-0.3%
O=S(=O)(c1ccc(F)cc1)N(CCO)CC(O)Cn1c2ccccc2c2ccccc21 (centres undefined)	-0.8%
CSc1oc(-c2ccccc2)nc1S(=O)(=O)c1ccc(C)cc1	-5.8%
Cc1nc(N2CCN(Cc3ccccc3)CC2)nc2c1C(=O)CCC2	3.5%
CNc1cccccc1=S	>100µM*
COc1ccc(S(=O)(=O)N2CCC(C(=O)NCc3ccco3)CC2)cc1	-0.8%
CCn1cc(Br)c(C(=O)Nc2cccc(SC)c2)n1	-4.9%
COCc1cc(C)nc(NCCO)c1C#N	1.0%
CCN(CC(=O)Nc1c(F)cccc1F)C(=O)c1cccc(-n2cccc2)c1	-0.5%
COc1c(OC(C)=O)ccc(/C=C/c2ccc3ccccc3n2)c1[N+](=O)[O-]	-3.2%
COc1cccc(-c2nn(C)c3sc(C(=O)Nc4ccc5c(c4)OCCO5)cc23)c1	-6.6%
CCOc1ccc2[nH]c(=O)c(CN(Cc3ccco3)C(=O)c3ccc(Br)cc3)cc2c1	-4.7%
O=C(Nc1ccc(Br)cn1)c1coc(=O)c(Br)c1	-3.7%
Cc1cccc(-n2c(=O)cc(N3CCN(c4ccc(F)cc4)CC3)[nH]c2=O)c1	0.1%
O=C1CC(Nc2ccc(N3CCOCC3)cc2)C(=O)N1C1CCCCC1 (centres undefined)	8.5%
COc1ccc(NS(=O)(=O)c2cccc(C(=O)NNC(=O)c3cccn3C)c2)cc1	4.2%
CCn1c(=O)oc2cc(NC(=O)CCl)ccc21	2.6%
CCOc1ccc(Nc2nc3ccccc3n3nnnc23)cc1	-1.6%

Gathered by group: the compounds so far with a tert-butyl group (2)
SMILES	biotin-GST TR-FRET
CCOc1ccc(N(CC(=O)NC(C)(C)C)S(=O)(=O)c2c(C)noc2C)cc1	1.2%
CC(C)(C)C(=O)O/N=C(\N)c1c(Cl)cccc1Cl	4.4%

(list continues)
SMILES	biotin-GST TR-FRET
O=c1[nH][nH]c2c(N=Cc3ccccc3O)ccc(F)c12	1.8%
CC(=O)Nc1ccc2c(c1)Cc1cc(N3C(=O)C=CC3=O)ccc1-2	-0.4%
CCOn1c(=O)c(=O)n(OCc2ccccc2)c2ccccc21	6.3%
CCc1ccc2nc(N3CCN(C)CC3)c(C#N)cc2c1	4.9%
O=C(NCc1cccc(F)c1)C1CCN(S(=O)(=O)Cc2ccccc2)CC1	2.9%
Cc1cccc(N(CC(=O)N/N=C/c2ccc(OCC(=O)NCc3ccco3)cc2)S(C)(=O)=O)c1C	2.2%
CN1OC[C@@H]2CN(C(=O)C(C)(C)C)[C@H](c3cccc(Oc4ccccc4)c3)C[C@@H]21	1.9%
Cc1ccc[n+](CC(=O)c2cc3ccccc3oc2=O)c1	12%
COc1ccc(C2CC(O)(c3ccccc3)Oc3c(C)ccc(C)c32)cc1 (centres undefined)	6.3%
CN1C(=O)C2(C(C#N)=C(N)Oc3c2oc(CO)cc3=O)c2ccccc21 (centres undefined)	-1.0%
O=C(CCCCCN1C(=O)CCC1=O)Nc1ccc(Cl)c(C(F)(F)F)c1	3.4%
Cc1onc(-c2ccccc2)c1C(=O)N1CCCc2ccccc21	-0.8%
CCN=c1scc(C)n1/N=C/c1ccc(O)c(O)c1O	u
COc1cccc(N2C(=O)C3ON(c4ccccc4)C(c4cccs4)C3C2=O)c1 (centres undefined)	-0.6%
CC1=CC2(O)OCCN(CCO)C2=CC1=O (centres undefined)	-2.9%
COCCNC(=O)Cn1ncc2ccsc2c1=O	4.9%

High-throughput results (PubChem BioAssay)
